LMPTP block – blocks human LMPTP phosphatase | recombinant LMPTP-A, OMFP fluorogenic substrate, fluorescence intensity | inhibition, % at 20 µM | 360,000 tested, 0.22% active;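 active = compounds that cut the enzyme signal by at least half of the control window in the single-dose screen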;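 note: plate controls were DMSO wells with enzyme plus substrate for no effect and substrate without enzyme for full effect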
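material = LMPTP-A | quantity = 0.625 nM enzyme | reagent = OMFP substrate, 400 µM final | buffer or medium = Bis-Tris pH 6.0, DTT, detergent | detection = endpoint fluorescence intensity from OMFP dephosphorylation | dosing = single 20 µM dose | read-out basis = % inhibition relative to no-enzyme and uninhibited control wells | control set = no-enzyme and uninhibited controls | timing = 50 min at room temperature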
Neddylation inh – inhibitors of human cullin neddylation | P61081+Q13564 | TR-FRET cullin neddylation, biochemical | calls only at 25 µM | 360,000 tested, 0.58% active | AID 651699; in the data active = inhibition above about 36%
CSN deneddyl inh – CSN deneddylation inhibition; Purified CSN, SCF-Nedd8-OG deneddylation, fluorescence polarization; inhibition, % at 12.5 µM; 360,000 tested, 0.38% active; AID 651999;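 active = pattern-corrected inhibition above about 35%, with an unprinted fluorescence ratio check between 0.5 and 1.5, limit read from the data, passing the limit was not always enough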;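 note: 0% = enzyme with substrate and 100% = substrate without enzyme; some results filed as inactive read as strong as hits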
Target sequence (Q92905 whole entry, looked up, one chain of several): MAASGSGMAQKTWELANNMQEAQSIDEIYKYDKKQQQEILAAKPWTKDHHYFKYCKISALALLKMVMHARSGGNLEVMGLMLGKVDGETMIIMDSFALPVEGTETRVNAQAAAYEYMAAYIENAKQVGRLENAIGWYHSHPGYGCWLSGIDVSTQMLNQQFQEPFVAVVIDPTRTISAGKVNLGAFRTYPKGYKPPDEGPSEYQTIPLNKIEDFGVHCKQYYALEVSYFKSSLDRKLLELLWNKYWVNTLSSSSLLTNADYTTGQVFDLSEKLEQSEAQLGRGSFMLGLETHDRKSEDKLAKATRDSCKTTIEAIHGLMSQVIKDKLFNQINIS
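Schedule: reaction 90 min, room temperature / Assay system: HEK293T-derived human Csn5 enzyme / Input: Csn5 at 0.24 nM final / Measure: inhibition of Csn5 cleavage, % / Control set: substrate-only high control, full reaction low control / Technique: fluorescence polarization of the substrate / Buffer or medium: Tris/NaCl/DTT buffer, pH 7.5 / Reagent: SCFSkp2-Nedd8OG substrate at 10 nM final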
Rin1-Abl PPI inh – blocks binding of human Rin1 to Abl. inhibition, % at 7.35 µM. P00519+Q13671. AID 588664. 360,000 tested, 0.4% active. TR-FRET Rin1/Abl binding, biochemical; in the data active = inhibition above about 5%, passing the limit was not always enough
NadD inh – inhibitors of Staphylococcus aureus NadD; AID 602399; inhibition, % at 20 µM; 360,000 tested, 0.78% active; purified NadD enzyme, colorimetric absorbance read-out; in the data active = inhibition above about 26%; note: some compounds past the cut are filed as inactive
SUMO1 PPI mod – modulators of human SUMO1-mediated protein-protein interactions; SUMO1 binding to a labelled peptide, TR-FRET, 1 h; inhibition, % at 20 µM; 360,000 tested, 0.33% active; in the data active = inhibition above about 37%
Target sequence (P63165 whole entry, looked up): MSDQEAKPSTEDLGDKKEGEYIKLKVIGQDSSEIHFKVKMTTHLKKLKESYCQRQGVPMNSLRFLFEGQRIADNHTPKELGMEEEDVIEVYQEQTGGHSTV
STEP inh – STEP (human) phosphatase inhibition. 360,000 tested, 0.25% active. recombinant STEP, OMFP fluorogenic substrate, fluorescence. inhibition, % at 20 µM;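 active = inhibition at 20 µM, scaled per plate between control wells, above about 37%, limit read from the data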;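 note: 0% = DMSO with enzyme and substrate and 100% = substrate only without enzyme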
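Measure: Control-normalized % inhibition with plate pattern correction | Test system: STEP phosphatase, cell-free reaction | Medium: pH 6.0 Bis-Tris with DTT and Tween 20 | Technique: Fluorescence, 480/540 nm | Times: Reaction 20 min, ambient temperature | Doses: Single compound dose of 20 µM, 1% DMSO final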
DNMT1 inh – inhibitors of human DNMT1; P26358; DNMT1 molecular beacon, Hinp1I cleavage, fluorescence; inhibition (reported as % activation of signal), % at 10 µM; 360,000 tested, 0.83% active; in the data active = inhibition above about 50%
Scp1 inh – Scp-1 (human) phosphatase inhibition. inhibition, % at 20 µM. 340,000 tested, 0.88% active. Q9GZU7. Recombinant Scp1, phosphopeptide, malachite green phosphate absorbance. AID 493091;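 active = inhibition above about 50% at 20 µM, limit read from the data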;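 note: plate controls were DMSO wells with enzyme for no effect and wells lacking enzyme for full effect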
Target sequence (Q9GZU7 76-261 limits assumed): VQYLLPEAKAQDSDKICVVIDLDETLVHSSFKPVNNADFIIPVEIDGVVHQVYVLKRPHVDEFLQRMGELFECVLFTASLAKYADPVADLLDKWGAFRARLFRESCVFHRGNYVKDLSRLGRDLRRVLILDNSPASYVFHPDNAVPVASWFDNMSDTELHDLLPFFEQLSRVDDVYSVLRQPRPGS
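System: truncated SCP-1 phosphatase (76-261aa); medium: Tris acetate buffer pH 5.5 with MgCl2 and Tween-20; incubation: 45 min room-temperature reaction, 5 min colour, 30 min stabiliser; compound: single 20 µM dose, 1% DMSO; reagent: Phosphorylated 17-residue peptide substrate; read-out: % inhibition at 20 µM; technique: colorimetric free-phosphate detection, absorbance 630 nm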
Rpn11 inh – blocks the human proteasome subunit Rpn11; human 26S proteasome, Ub4-pepOG fluorescence polarization; 20S core pre-blocked with epoxomicin; 360,000 tested, 0.59% active; calls only at 20 µM; O00487;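 active = inhibition at 20 µM, scaled to each plate's controls, above about 33%, limit read from the data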
Target sequence (O00487 whole entry, looked up): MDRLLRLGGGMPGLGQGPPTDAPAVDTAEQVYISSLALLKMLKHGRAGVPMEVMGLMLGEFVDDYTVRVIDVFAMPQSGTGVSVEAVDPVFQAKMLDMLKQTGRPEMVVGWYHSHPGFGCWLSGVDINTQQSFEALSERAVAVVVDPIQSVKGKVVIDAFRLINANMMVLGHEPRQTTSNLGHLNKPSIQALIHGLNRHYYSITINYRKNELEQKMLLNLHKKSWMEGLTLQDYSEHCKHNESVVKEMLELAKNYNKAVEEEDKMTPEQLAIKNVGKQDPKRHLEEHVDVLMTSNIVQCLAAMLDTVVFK
Starred values were filed as active, the others as inactive; i = inactive; . = no result given; + = active, no number.

SMILES | LMPTP block | Neddylation inh | CSN deneddyl inh | Rin1-Abl PPI inh | NadD inh | SUMO1 PPI mod | STEP inh | DNMT1 inh | Scp1 inh | Rpn11 inh
Oc1ccccc1/C=N/NC(=S)NC1CC2CCC1C2 (configuration not stated) | 1.4 | . | 6.6 | -0.1 | 7.6 | -2.9 | -1.8 | -3.8 | -20.5 | i
Cc1ccc(NS(C)(=O)=O)c(C(=O)c2ccccc2)c1 | -1.3 | i | -3.4 | 3.3 | -1.0 | 5.1 | -0.5 | 0.7 | 0.4 | i
Cc1ccc(NC(=O)C2CC(=O)Nc3nncn32)cc1 (configuration not stated) | -3.2 | i | -2.5 | -4.6 | 3.3 | -2.5 | 0.5 | 0.3 | -1.1 | i
CC(C)NC(=O)N(C)C[C@H]1Oc2ccc(NC(=O)C3CC3)cc2C(=O)N([C@H](C)CO)C[C@@H]1C | 0.4 | i | -1.3 | -1.8 | 4.7 | 3.9 | 2.4 | 0.3 | 6.4 | i
CCCC(C(=O)NC(C)(C)CC)N(CC1CCCO1)C(=O)CNS(=O)(=O)c1ccc(F)cc1 (configuration not stated) | -0.2 | i | -1.4 | 5.2 | -7.1 | 3.4 | -1.0 | -0.6 | 0.7 | i
Cc1cc(N/N=C/c2ccc(Cl)cc2Cl)nc(NCc2ccccc2)n1 | 8.5 | i | -8.3 | 2.1 | 13.2 | 1.6 | 8.4 | -14.2 | 1.3 | i
CCCn1nnnc1NC(=O)c1cc(Br)ccc1OC | -1.0 | i | 5.1 | -3.6 | 7.9 | 6.9 | 1.1 | 1.5 | 0.7 | i
O=S(=O)(/N=C/c1ccccc1O)c1cccs1 | -1.6 | i | 5.7 | -0.9 | -3.8 | 0.4 | 1.9 | 1.6 | -5.2 | i
COc1ccc(NC(=O)C2CCCN(c3c4c(nc5ncnn35)CCC4)C2)cc1OC (configuration not stated) | -0.6 | i | -4.0 | -2.4 | -2.2 | 4.1 | 4.4 | 3.9 | -4.1 | i
CCc1ccc(NC(=O)Nc2ccncc2)cc1 | 4.7 | i | 3.3 | -2.1 | -4.8 | -1.5 | 0.6 | -2.1 | -9.6 | i
CCN1CCN(C(=S)Nc2ccc(C(C)=O)cc2)CC1 | -0.5 | i | -4.1 | 0.4 | 2.7 | -1.0 | -0.3 | 4.6 | -0.7 | i
CCn1nnnc1SCC(=O)N1c2ccccc2Sc2ccccc21 | -1.0 | i | -3.6 | -0.5 | -9.3 | 1.6 | -1.9 | -3.2 | -10.7 | i
CCCCC(=O)NC(NC(=S)N1CCOCC1)C(Cl)(Cl)Cl (configuration not stated) | -1.9 | i | -2.8 | 8.4 | -3.9 | -5.7 | 0.0 | -2.4 | -4.4 | i
COc1ccc(C(=O)COC(=O)C2CC3CCCC(C2)C3=O)cc1Br (configuration not stated) | 0.5 | i | -7.0 | 2.4 | -5.2 | 0.7 | 1.7 | -0.5 | -9.5 | i
COC(=O)CSc1nnc([C@H](Cc2ccccc2)NC(=O)OC(C)(C)C)o1 | -1.0 | i | 2.0 | -1.4 | 1.0 | 0.5 | -13.7 | -2.4 | -5.6 | i
COCCn1c(=O)[nH]c2cc(C(=O)Nc3nnc(C)s3)ccc21 | -0.7 | i | 3.3 | 0.4 | -3.6 | 5.1 | 0.3 | 2.7 | 7.0 | i
O=C(NCc1ccccc1)N1CCC(Cc2ccccc2)CC1 | 0.3 | i | 2.6 | 2.5 | 8.7 | -1.7 | 1.5 | 2.1 | -4.5 | i
COC(=O)[C@]12CCCCC=C1N(CCC1=CCCCC1)C(=O)[C@H](CC(=O)NCc1cccc3ccccc13)C2 | 5.6 | i | -0.4 | . | -1.9 | 7.5 | . | . | . | .
COCCNC(=O)/C(C#N)=C1\N=C(NC(=O)c2ccco2)c2ccccc21 | -0.6 | i | 0.0 | -4.8 | 6.1 | -29.6 | 0.1 | 2.1 | . | i
Cc1ccccc1NC(=O)CSc1nc(Nc2ccccc2)nc(N2CCOCC2)n1 | 2.3 | i | 2.8 | -0.3 | -2.4 | -1.3 | -0.9 | -5.1 | 0.0 | i
COc1cccc(N(C(=O)c2snc(C(N)=O)c2N)C(C(=O)NCc2ccccc2)c2ccc(O)cc2)c1 (configuration not stated) | 1.3 | + | 0.8 | 0.9 | 5.6 | -15.4 | 0.9 | -5.2 | -14.8 | i
Cc1ccc(C)c(N(CC(=O)NC2CCCC2)C(=O)c2csnn2)c1 | -1.6 | i | -3.0 | 2.5 | -5.2 | 6.4 | -0.7 | 5.5 | -2.0 | i
CSCCC(NC(=O)c1ccco1)C(=O)N1CCCCCCC1 (configuration not stated) | -1.3 | i | -0.3 | -1.9 | 1.0 | 5.2 | 5.7 | 3.2 | -2.3 | i
CC(=O)N1CCN(c2ccc(NC(=O)c3cc4ccccc4o3)cc2)CC1 | -0.1 | i | -1.9 | 1.4 | -0.1 | -1.6 | 5.5 | -1.2 | -3.7 | i
O=C(CSc1nnc2ccccn12)Nc1ccc(S(=O)(=O)N2CCOCC2)cc1 | -1.2 | i | 6.6 | -4.8 | -0.7 | -1.6 | 3.5 | 0.9 | -2.9 | i

Neddylation inh, entries above that show a hit
| Compound | LMPTP block | Neddylation inh | CSN deneddyl inh | Rin1-Abl PPI inh | NadD inh | SUMO1 PPI mod | DNMT1 inh | Scp1 inh | Rpn11 inh |
| --- | --- | --- | --- | --- | --- | --- | --- | --- | --- |
| COc1cccc(N(C(=O)c2snc(C(N)=O)c2N)C(C(=O)NCc2ccccc2)c2ccc(O)cc2)c1 (configuration not stated) | 1.3 | + | 0.8 | 0.9 | 5.6 | -15.4 | -5.2 | -14.8 | i |

Additional results:
SMILES | LMPTP block | Neddylation inh | CSN deneddyl inh | Rin1-Abl PPI inh | NadD inh | SUMO1 PPI mod | STEP inh | DNMT1 inh | Scp1 inh | Rpn11 inh
COCCN1CCN(C(=O)c2ccc3nc(Cc4ccc(OC)c(OC)c4)oc3c2)CC1 | -2.3 | i | 1.2 | 4.0 | -2.7 | -5.5 | -2.2 | 0.3 | 4.8 | i
O=c1c2ccccc2ncn1-c1cccc([N+](=O)[O-])c1 | -1.4 | i | 0.0 | 0.8 | -4.2 | -24.6 | -1.2 | 2.0 | -2.2 | i
COc1ccc(C)cc1Nc1n[n+](-c2ccccc2)c(-c2cc(OC)c(OC)cc2Br)s1 | 3.5 | i | -1.6 | 1.9 | 7.3 | 10.9 | 1.4 | -14.2 | 8.2 | i
O=C(NCC1CCCO1)c1ccc(S(=O)(=O)Nc2ccccc2F)cc1 (configuration not stated) | -2.5 | i | -0.1 | 2.2 | -1.7 | 0.6 | 1.8 | 3.7 | -9.0 | i
O=C(Oc1ccc[nH]c1=O)c1cccc(Cl)c1 | -1.7 | i | -1.6 | 3.2 | -3.6 | 2.0 | -0.7 | -4.8 | -7.1 | i
COc1ccccc1CN=C1NC(=O)C(CC(=O)Nc2ccc(C(C)=O)cc2)S1 (configuration not stated) | -1.0 | i | 1.8 | -1.6 | 1.8 | 1.9 | -0.2 | -2.1 | 7.7 | i
O=C(CNc1cccc(S(=O)(=O)N2CCCC2)c1)Nc1cccc(F)c1 | -0.1 | i | 0.7 | 4.5 | -7.8 | 5.9 | 0.9 | -0.8 | 1.4 | i
Cc1ccc(CNC(=O)C(N=C2NS(=O)(=O)c3ccccc32)C(C)C)cc1 (configuration not stated) | -0.5 | i | 2.8 | 1.8 | -2.7 | -3.9 | -2.1 | 2.0 | -7.3 | i
CC(C)NC(=O)c1nn2c(C(F)(F)F)cc(-c3ccco3)nc2c1Cl | 0.2 | i | 1.3 | -3.7 | 7.1 | -14.6 | -4.5 | 0.0 | -1.5 | i
CC(=O)Nc1ccc(NC(=O)C2(C)Cc3c(-c4ccccc4)ccnc3O2)cc1 (configuration not stated) | -1.0 | i | -2.6 | -4.6 | 2.1 | 4.9 | -1.2 | -0.5 | . | i
CCSc1nsc(NC(=O)Nc2ccc(F)cc2F)n1 | -0.8 | i | 0.6 | -0.1 | -2.9 | 3.2 | -1.5 | 6.1 | -7.5 | i
Cc1cc2nnc(SC(C)C)n2c2ccccc12 | -1.7 | i | -0.2 | 0.4 | 2.4 | -1.2 | 2.0 | -0.8 | 1.0 | i
COC(=O)c1ccc(-n2c(C)cc(C(=O)COC(=O)C3=COCCO3)c2C)cc1 | -0.7 | i | -5.6 | 2.9 | 0.3 | 3.6 | -4.2 | 19.1 | -6.8 | i
CCn1ncc(Br)c1C(=O)Nc1cc(C)cc(C)c1 | -0.9 | i | 0.8 | -0.5 | 1.7 | 2.3 | -2.3 | 6.2 | -1.7 | i
Cc1cc(C)c(NC(=O)C2CCCN(S(=O)(=O)c3c(C)noc3/C=C/N(C)C)C2)c(C)c1 (configuration not stated) | 0.5 | i | -0.6 | 1.1 | 6.6 | -0.6 | -0.8 | -2.2 | -4.7 | i
Cc1ccc(C)c(OCCCC(=O)N2CCOCC2)c1 | -1.0 | i | -5.8 | -1.2 | -1.0 | 1.7 | 1.1 | 13.0 | -3.4 | i
CCOC(=O)C1=C(C)N=c2s/c(=C\c3ccc(O)c([N+](=O)[O-])c3)c(=O)n2C1c1ccccc1OC (configuration not stated) | -0.9 | i | 13.9 | -2.0 | 37.7* | -21.0 | 2.2 | -26.5 | 13.0 | +
O=C(N/N=C/c1c[nH]c2ccccc12)c1cc(-c2ccc(-c3ccccc3)cc2)n[nH]1 | -0.2 | i | -0.5 | -5.0 | 49.5* | 1.7 | -1.3 | 40.3 | -8.0 | i
CC(C)c1csc(CN2CCC(CO)(Cc3cccc(F)c3)CC2)n1 | -0.1 | i | -1.7 | 3.6 | -9.2 | -1.8 | -3.2 | 1.6 | -8.9 | i
CCC(=O)OC1(C)C(=O)C=C2C=C(CCCC(=O)OC)OC=C2C1=O (configuration not stated) | 1.1 | i | 7.9 | 5.1 | 12.0 | 8.4 | -1.0 | -14.1 | 1.6 | i
CCC(=O)N1CCCC1(C)C(=O)Nc1cc(OC)ccc1OC (configuration not stated) | 0.3 | i | -0.5 | -0.1 | 3.5 | 0.2 | -4.0 | -1.1 | . | i
CN(CC(=O)NCC1CCCCC1)S(=O)(=O)c1ccc(Cl)cc1 | -1.7 | i | 0.2 | -0.6 | -4.6 | 0.5 | 2.4 | 0.9 | -7.5 | i

Whole records from above:
CCC(=O)N1CCCC1(C)C(=O)Nc1cc(OC)ccc1OC (configuration not stated) in the list: LMPTP block = 0.3; Neddylation inh = i; CSN deneddyl inh = -0.5; Rin1-Abl PPI inh = -0.1; NadD inh = 3.5; SUMO1 PPI mod = 0.2; STEP inh = -4.0; DNMT1 inh = -1.1; Scp1 inh = .; Rpn11 inh = i
O=C(N/N=C/c1c[nH]c2ccccc12)c1cc(-c2ccc(-c3ccccc3)cc2)n[nH]1 in the list: LMPTP block = -0.2; Neddylation inh = i; CSN deneddyl inh = -0.5; Rin1-Abl PPI inh = -5.0; NadD inh = 49.5*; SUMO1 PPI mod = 1.7; STEP inh = -1.3; DNMT1 inh = 40.3; Scp1 inh = -8.0; Rpn11 inh = i
